EBI2 block: antagonists of human EBI2 receptor; EBI2 beta-arrestin recruitment, luminescence, 7a,25-OHC stimulated; 360,000 compounds, 0.81% hits; inhibition, % at 5 µM; P32249; in the data active = inhibition above about 38%;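 note: enzyme fragment complementation signal reports receptor beta-arrestin coupling in cells; 0% = agonist plus DMSO wells and 100% = wells without agonist; some results beyond the cut were filed as inactive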
Target sequence (P32249 whole entry, looked up, the tested form may be a part): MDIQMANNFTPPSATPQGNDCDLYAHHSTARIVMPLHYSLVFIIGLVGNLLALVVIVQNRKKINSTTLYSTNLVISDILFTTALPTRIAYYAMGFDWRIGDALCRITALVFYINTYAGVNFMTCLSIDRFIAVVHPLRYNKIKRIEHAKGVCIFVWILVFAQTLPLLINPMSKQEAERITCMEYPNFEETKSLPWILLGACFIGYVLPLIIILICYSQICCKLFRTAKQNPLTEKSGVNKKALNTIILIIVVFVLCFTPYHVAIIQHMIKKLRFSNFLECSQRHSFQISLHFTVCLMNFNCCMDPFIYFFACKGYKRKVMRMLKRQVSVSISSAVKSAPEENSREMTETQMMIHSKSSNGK
Jurkat NFkB inh: lowers PMA/ionomycin-induced NF-kB signal in Jurkat cells. PMA/ionomycin-induced NF-kB luciferase reporter, luminescence. inhibition, % at 4 µM. 330,000 compounds, 0.53% hits. AID 435003
CCR6 antagonist: blocks CCL20-driven beta-arrestin recruitment at human CCR6; CHO-K1 CCR6 PathHunter beta-arrestin, luminescence, CCL20-stimulated; 340,000 compounds, 0.49% hits; inhibition, % at 20 µM; AID 493098;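 active = compounds whose inhibition of the agonist-driven luminescence signal at 20 µM reaches about 50%, limit read from the data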;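 note: cells stimulated with CCL20 at 14 nM final; plate controls were DMSO with CCL20 for no effect and DMSO without agonist for full effect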
Target sequence (P51684 whole entry, looked up): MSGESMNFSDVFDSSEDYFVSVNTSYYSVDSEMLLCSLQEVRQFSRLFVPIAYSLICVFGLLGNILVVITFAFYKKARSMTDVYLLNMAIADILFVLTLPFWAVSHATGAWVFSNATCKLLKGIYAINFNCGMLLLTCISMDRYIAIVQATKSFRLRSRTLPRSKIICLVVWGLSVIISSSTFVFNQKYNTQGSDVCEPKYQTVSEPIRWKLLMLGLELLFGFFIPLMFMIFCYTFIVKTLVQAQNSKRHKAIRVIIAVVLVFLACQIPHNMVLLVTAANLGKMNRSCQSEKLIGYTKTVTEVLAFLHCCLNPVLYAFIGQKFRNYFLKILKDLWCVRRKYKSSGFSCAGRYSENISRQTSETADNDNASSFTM
Apaf1 inhib: inhibitors of human Apaf-1 apoptosome. reconstituted apoptosome caspase-3 activity, DEVD-Rh110 fluorescence. inhibition, % at 20 µM. 330,000 compounds, 0.71% hits; active = inhibition of at least 40% at 20 µM;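 note: plate controls were DMSO wells for no effect and DEVD-CHO caspase inhibitor wells for full effect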
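System – cell-free apoptosome with Apaf-1, procaspase-3 and caspase-9 · Buffer or medium – pH 7.5 Hepes buffer with CHAPS, BSA, DTT · Also added – cytochrome c with DEVD-Rh110 · Times – 30 min compound preincubation, 50 min activation, room temperature · Technique – Rh110 fluorescence intensity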
UBC13 polyUb: human UBC13 polyubiquitination inhibition; 330,000 compounds, 0.47% hits; UBC13 polyubiquitin chain formation, TR-FRET; inhibition, % at 20 µM; in the data active = inhibition above about 45%, passing the limit was not always enough; inconclusive = no clear call, values can overlap the other calls
697 NFkB inh: lowers PMA/ionomycin-induced NF-kB signal in 697 B cells | 330,000 compounds, 0.33% hits | AID 435022 | inhibition, % at 4 µM | 697 B-cell NF-kB luciferase reporter, 16 h; in the data active = inhibition above about 35%
SENP8 inh: blocks the human protease SENP8; Q96LD8; 330,000 compounds, 1.2% hits; inhibition, % at 10 µM; purified SENP8, Z-RLRGG-aminoluciferin cleavage, luminescence
Target sequence (Q96LD8 whole entry, looked up): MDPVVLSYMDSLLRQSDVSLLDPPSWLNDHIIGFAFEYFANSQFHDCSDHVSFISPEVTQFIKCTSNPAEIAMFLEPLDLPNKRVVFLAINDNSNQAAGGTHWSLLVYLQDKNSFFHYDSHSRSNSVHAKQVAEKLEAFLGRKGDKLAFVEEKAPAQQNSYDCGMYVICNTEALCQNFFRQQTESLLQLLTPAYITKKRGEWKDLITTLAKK
Gli-Sufu block: blocks Gli-Sufu signaling in a luciferase reporter; Sufu-KO-LIGHT fibroblasts, Gli luciferase reporter luminescence; inhibition, % at 5 µM; 340,000 compounds, 0.74% hits; AID 588413;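 active = inhibition above about 55%, limit read from the data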;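 note: 0% = DMSO-treated cells and 100% = wells with medium but no cells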
Starred values were filed as active, the others as inactive; u = inconclusive; x = not tested or not shown. Cut-off read from the data, not from the text of the source, unless noted: active = inhibition above about 50%; inactive = the rest. Not all compounds are listed; count on the stated rates, not on these rows.

SMILES	EBI2 block	Jurkat NFkB inh	CCR6 antagonist	Apaf1 inhib	UBC13 polyUb	697 NFkB inh	SENP8 inh	Gli-Sufu block
CS(=O)(=O)N1CCC(CO)(Cc2ccccc2C(F)(F)F)CC1	-9	3	6	4	-2	5	1	0
C=CCn1c(-c2ccc(OC)cc2)nc2ccccc21	13	-29	18	7	-4	-44	-7	-10
CC(=NCCc1c(C)[nH]c2ccc(OC(F)(F)F)cc12)C1=C(O)CC(c2ccccc2)CC1=O (stereo unspecified)	34	57*	4	7	-13	-64	-1	-3
O=C(c1ccco1)N1CCN(C(=O)c2nn3cccnc3c2Cl)CC1	-11	1	-19	-13	4	4	5	8
O=C(O)/C=C/c1ccc(Oc2ncccn2)cc1	-8	-5	-4	-3	2	-3	-3	8
CCc1cc2c(N[C@@H](C)C(=O)O)ncnc2s1	-11	-3	1	-6	8	25	-2	5
O=C(COc1ccc(Cl)cc1)Nc1ccc(CN2CCOCC2)cc1	8	-1	-3	13	-3	-10	-7	6
Cc1nn(Cc2ccc(F)cc2)c2sc(C(=O)Nc3ccccc3N3CCOCC3)cc12	17	23	14	20	15	16	-4	1
CC1(OC(=O)C2CCCC2)C(=O)C=C2C=C(C3CC3)OC=C2C1=O (stereo unspecified)	x	9	x	-6	-64	5	-1	x
NS(=O)(=O)c1ccc(CCNCC#Cc2ccccc2)cc1	-10	6	6	-4	0	1	5	-7
CN1CCC(N(C)C(=S)NCCc2ccccc2)CC1	-2	-25	-3	-2	-7	9	-7	-28
COC(=O)c1sccc1NC(=S)Nc1cc(C)ccc1OC	-17	6	17	-15	u	9	-5	3
COCC(=O)OCC(=O)Nc1cc(C)c(C)cc1[N+](=O)[O-]	-4	16	11	-6	-7	1	7	-15
CCCC(=O)Nc1ccc(C(=O)COC(=O)c2c(C)noc2C)cc1	-6	-4	13	9	-4	-3	-9	-18
CC(O)CCc1nc2ccc(C(=O)O)cc2[nH]1 (stereo unspecified)	9	1	4	-9	2	-10	0	-13
CC(C)(C)OC(=O)N1CCCC(C(=O)Nc2ccc(C(=O)N3CCCC3)cc2)C1 (stereo unspecified)	0	-5	-4	8	-2	3	-15	-4
O=C(CC12CC3CC(CC(C3)C1)C2)Nc1c(F)cccc1F	1	5	4	2	6	2	1	-5
O=C(Nc1cnn(Cc2ccc(Cl)cc2Cl)c1)c1cc(-c2cccs2)on1	29	-8	-4	-6	6	-36	-3	2
CCN1C(=O)[C@H]2[C@@H](c3ccc(-c4ccc(C(C)=O)cc4)cc3)N[C@@](Cc3ccccc3)(C(=O)OC)[C@H]2C1=O	33	10	14	18	0	-4	0	8
Cc1cc(C)cc(NC(=O)CSCc2cc(=O)n3ccsc3n2)c1	-3	5	1	-6	-1	-2	3	-6
Cc1ccccc1CSCC(=O)Nc1ccccc1F	-11	-46	-1	12	-1	-41	-7	-16
Cc1ccc(NC(=O)CN2CCN(C(=O)C3CCCO3)CC2)c(C)c1 (stereo unspecified)	-2	4	6	-4	2	0	9	-9
Cc1cc(C(=O)CSc2cccc[n+]2[O-])c(C)n1-c1ccc(Br)cc1	x	-47	x	24	-5	-122	-10	x
C/C(=C\C(=O)c1ccccc1)Nc1ccc(Cl)c(Br)c1	-16	-19	18	4	-1	2	-2	-25
COc1ccc(OCC(=O)Nc2nc3ccc(NC(C)=O)cc3s2)cc1	-8	7	-2	2	14	7	-5	-9
O=C(N1CCOCC1)N1CCOCC1	0	7	-9	-5	0	12	-2	2
CCN(c1ccccc1)S(=O)(=O)c1cccc(C(=O)N2CCN(S(=O)(=O)c3ccccc3)CC2)c1	0	6	16	25	0	-9	-16	9
CC(=O)NCCC(=O)Nc1cc(S(=O)(=O)N2CCCCC2)ccc1N1CCCCC1	3	0	8	-4	-2	-5	5	5
CCOCCCN(C(=O)c1snc(C(N)=O)c1N)C(C(=O)NC1CCCC1)c1ccc(O)cc1 (stereo unspecified)	3	7	5	5	6	12	10	-7
Cc1cccc(C)c1NC(=S)Nc1ccccc1C(=O)NCc1ccco1	0	-4	18	7	21	1	-2	11
COc1ccccc1C(=O)Nc1ccc2c(c1)n(C)c(=O)n2C	-3	-1	10	-4	4	12	-4	6
O=C(Nc1nncs1)c1cc(S(=O)(=O)N2CCCCC2)ccc1Cl	-10	18	-7	3	3	15	1	-15
CCCn1c(N)c(N(CCOC)C(=O)COC(=O)c2ccccc2NCCO)c(=O)[nH]c1=O	-12	1	-6	5	6	-23	-11	-27
Cc1cc2nnc(SCC(=O)N3CCOCC3)n2c2ccccc12	11	-6	10	-6	3	-4	-3	-23
O=C(NCC1CCCO1)c1csc(Nc2cccc3ccccc23)n1 (stereo unspecified)	-16	22	-8	4	8	-1	-1	6
CCCCc1c(C)nc2c(OC)cccc2c1SCC(=O)O	-2	-5	-4	-15	-2	4	-10	-16
CCOC(=O)CCNC(=O)CCc1nnc(CCCc2ccccc2)o1	-18	-3	10	1	-2	-17	-6	-9
Cc1ccc(C)c(C(=O)CSc2n[nH]c(C)n2)c1	4	14	0	-9	6	8	1	5
CCCCc1cc(=O)oc2c(CN3CCCC3)c(O)ccc12	-1	-9	1	-10	13	-18	-13	6
CC(C)CCNc1nc2c(cc1C#N)COC(C)(C)C2	-2	0	6	12	3	17	-12	-3
NC(=O)c1ccc(Oc2ccc(C(N)=O)cc2)cc1	-2	-7	0	-14	-3	2	-7	-18
COc1ccc(C(=O)Nc2ccccc2)cc1NC(=O)c1ccc([N+](=O)[O-])cc1	8	5	-5	12	-7	14	-2	15
OC(COc1ccc2ccccc2c1)CN1CCN(c2ccc(F)cc2)CC1 (stereo unspecified)	27	8	9	5	-1	3	8	7
O=C(Nc1nnc(C(F)(F)F)s1)c1c(F)cccc1F	-2	1	0	0	3	14	-3	3
O=C1NC(=O)C2C1C(c1ccc([N+](=O)[O-])cc1)=NN2Cc1ccccc1 (stereo unspecified)	4	-13	18	12	-28	-17	-1	-7

Jurkat NFkB inh: hit marks shown above
SMILES | EBI2 block | Jurkat NFkB inh | CCR6 antagonist | UBC13 polyUb | 697 NFkB inh
CC(=NCCc1c(C)[nH]c2ccc(OC(F)(F)F)cc12)C1=C(O)CC(c2ccccc2)CC1=O (stereo unspecified) | 34 | 57* | 4 | -13 | -64

Next part:
SMILES	EBI2 block	Jurkat NFkB inh	CCR6 antagonist	Apaf1 inhib	UBC13 polyUb	697 NFkB inh	SENP8 inh	Gli-Sufu block
O=C(Nc1cccc2ccccc12)N1CCN(Cc2ccccc2)CC1	6	-4	21	10	-6	-27	-1	8
COc1ccc2[nH]cc(CCNC(=O)c3ccccc3Cl)c2c1	-4	-5	9	8	4	3	-7	-18
Cn1cccc1Cc1nnc(SCC(=O)NCc2ccccc2)n1-c1ccc(F)cc1	8	-7	-1	5	-3	-11	-10	-3
CCc1cc(CC)c(/C=N/NC(N)=O)c(CC)c1	7	7	12	10	15	5	1	0
COc1cccc(CC2(CO)CCCN(Cc3cc4ccccc4[nH]3)C2)c1 (stereo unspecified)	-1	17	3	8	14	11	8	22
COc1ccc2c(COC(=O)CNC(=O)C34CC5CC(CC(C5)C3)C4)cc(=O)oc2c1	4	-6	9	1	9	-4	0	-1
CCCOc1ccc(C(O)(CCC)CCN2CCCCC2)cc1 (stereo unspecified)	-3	16	-1	-9	10	-6	3	-2
O=C(NCc1ccc(F)cc1)C1CCCN(C(=O)Nc2ccc(F)cc2)C1 (stereo unspecified)	51*	-1	2	-4	7	17	2	7
Cc1cccc(C)c1NC(=O)CSc1nnc(-c2ccncc2)n1Cc1ccco1	-10	0	7	5	-4	-6	-10	3
Cc1ccc(OCCCC(=O)Nc2ccc(Cl)c(S(=O)(=O)N3CCOCC3)c2)cc1	6	21	5	19	-17	-22	-12	1
O=C(COc1cccc(Cl)c1Cl)Nc1ccc2c(c1)CCC2	6	-37	13	-8	-1	-9	-10	1
COc1ccc(OC)c(NC(=O)Nc2ccccc2C)c1	6	8	11	11	-6	20	3	24
O=S1(=O)CCC(NS(=O)(=O)/C=C/c2ccccc2)C1 (stereo unspecified)	10	4	-10	-4	6	5	0	-6
O=C(NCC(=O)N1CCCCC1)c1ccc(Br)o1	-1	-3	4	3	-2	-29	-2	-22
CN(CCCC(=O)Nc1ccncc1)S(=O)(=O)c1ccc(Cl)cc1	1	30	0	5	5	2	5	36
CCN(CC)c1ccc(/C=C/c2nc3ccccc3s2)cc1	x	-26	x	-305	-8	-236	94*	x
O=C(N/N=C/c1ccc(O)cc1O)NC12CC3CC(CC(C3)C1)C2	16	-24	13	26	5	-10	-1	-8
CN(CC(=O)Nc1ccc(C#N)cc1)CC(=O)Nc1ccc(N2CCOCC2)cc1	-7	34	5	-3	-6	-48	0	-3
O=C(Nc1ccc(N2CCOCC2)cc1)c1ccc(Cl)cc1N1CCCC1=O	-10	10	1	-3	16	8	1	1
CCN(CC)S(=O)(=O)c1ccc(O)c(NC(=O)c2ccc(N3CCOCC3)c([N+](=O)[O-])c2)c1	8	-8	17	14	-18	7	-9	1
NS(=O)(=O)c1ccc(OC(=O)CNC(=O)OCc2ccccc2)cc1	-8	0	-2	-6	8	19	-3	-3
Cc1cccc(CN2CCN(C(=O)c3ccccc3F)CC2)c1	7	-13	-14	-3	2	-17	6	6

Molecules from the list above that have four or more nitrogen atoms, in the order listed:
SMILES	EBI2 block	Jurkat NFkB inh	CCR6 antagonist	Apaf1 inhib	UBC13 polyUb	697 NFkB inh	SENP8 inh	Gli-Sufu block
O=C(c1ccco1)N1CCN(C(=O)c2nn3cccnc3c2Cl)CC1	-11	1	-19	-13	4	4	5	8
Cc1nn(Cc2ccc(F)cc2)c2sc(C(=O)Nc3ccccc3N3CCOCC3)cc12	17	23	14	20	15	16	-4	1
O=C(Nc1cnn(Cc2ccc(Cl)cc2Cl)c1)c1cc(-c2cccs2)on1	29	-8	-4	-6	6	-36	-3	2
CC(=O)NCCC(=O)Nc1cc(S(=O)(=O)N2CCCCC2)ccc1N1CCCCC1	3	0	8	-4	-2	-5	5	5
CCOCCCN(C(=O)c1snc(C(N)=O)c1N)C(C(=O)NC1CCCC1)c1ccc(O)cc1 (stereo unspecified)	3	7	5	5	6	12	10	-7
O=C(Nc1nncs1)c1cc(S(=O)(=O)N2CCCCC2)ccc1Cl	-10	18	-7	3	3	15	1	-15
CCCn1c(N)c(N(CCOC)C(=O)COC(=O)c2ccccc2NCCO)c(=O)[nH]c1=O	-12	1	-6	5	6	-23	-11	-27
Cc1cc2nnc(SCC(=O)N3CCOCC3)n2c2ccccc12	11	-6	10	-6	3	-4	-3	-23
O=C1NC(=O)C2C1C(c1ccc([N+](=O)[O-])cc1)=NN2Cc1ccccc1 (stereo unspecified)	4	-13	18	12	-28	-17	-1	-7
Cn1cccc1Cc1nnc(SCC(=O)NCc2ccccc2)n1-c1ccc(F)cc1	8	-7	-1	5	-3	-11	-10	-3
Cc1cccc(C)c1NC(=O)CSc1nnc(-c2ccncc2)n1Cc1ccco1	-10	0	7	5	-4	-6	-10	3
CN(CC(=O)Nc1ccc(C#N)cc1)CC(=O)Nc1ccc(N2CCOCC2)cc1	-7	34	5	-3	-6	-48	0	-3
CCN(CC)S(=O)(=O)c1ccc(O)c(NC(=O)c2ccc(N3CCOCC3)c([N+](=O)[O-])c2)c1	8	-8	17	14	-18	7	-9	1
